Source: PubChem (Broad Institute)
Cneo AK release: Cryptococcus neoformans cell lysis inducers, primary screen, AK release luminescence, single concentration; C. neoformans lysis, adenylate kinase release luminescence, 4 h; normalised: neutral wells 0, clomiphene wells 100; lysis activity, % at 15 µM; 360,000 compounds, 0.2% hits; AID 651654, 2012;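 active means mean lysis activity across replicates of at least 80%, whatever share of replicates individually reach that level; inactive means mean lysis activity below 80%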
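Material – log-phase Cryptococcus neoformans yeast cells · Input – 5 × 10^6 yeast cells/mL · Medium – fresh YPD growth medium · Doses – single compound concentration per well · Timing – static 4 h at 37 °C with compound, 1 h detection · Detection – adenylate kinase release luminescence · Read-out – signal increase indicating cell lysis · Control set – Clomiphene as positive lysis control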
LGR2 antag: inhibitors of bursicon-induced LGR2 CRE-luciferase signal, primary screen, cell-based, HEK293, CRE-luciferase reporter, bursicon stimulation; Drosophila bursicon receptor LGR2 (rickets); bursicon-stimulated, 4 h; inhibition, % at 9.99 µM; 380,000 compounds, 0.35% hits; AID 720647, 2013;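 active means drop in luminescence signal, shown as inhibition above about 50% in the replicate tests, limit read from the data, passing the limit was not always enough; inconclusive means probably only some replicates passing the limit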;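 further: agonist challenge used bursicon conditioned medium at about half maximal strength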
PAX8 inh HTS: inhibitors of PAX8-driven TPO luciferase reporter, primary screen, RMG-I cells, single concentration. SteadyGlo, 24 h. inhibition, % at 12.6 µM. AID 652154, 2013. 360,000 compounds, 1.2% hits;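 active means mean replicate inhibition at least 60% with every replicate also reaching 60%; inconclusive means only one of the two criteria is met; inactive means mean below 60% and not all replicates reaching 60%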;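 further: luciferase light reporting Pax8 driven TPO promoter activity; plate controls were median of neutral control wells for no effect and mitoxantrone controls for full effect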
PglD inh: C. jejuni PglD acetyltransferase inhibitors, primary screen, biochemical, DTNB colorimetric, single point; purified PglD enzyme, DTNB colorimetric CoA detection; 360,000 compounds, 0.098% hits; UDP-N-acetylbacillosamine N-acetyltransferase PglD (Campylobacter jejuni); inhibition, % at 12.5 µM; in the data active means inhibition above about 16%, passing the limit was not always enough; inconclusive means no clear call, values can overlap the other calls; further: strong numbers were not always called active
ARNT TACC3 PPI: disruptors of ARNT/TACC3 protein interaction, primary screen, biochemical, AlphaScreen, single concentration; AlphaScreen His-ARNT PAS-B/GST-TACC3 binding, luminescence; TACC3 fragment carries E629A point mutation; inhibition, % at 9.99 µM; 390,000 compounds, 0.66% hits; Transforming acidic coiled-coil-containing protein 3 (Homo sapiens), Q9Y6A5;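 active means mean inhibition of replicates at least 50% and at least half of replicates each reaching 50%; inconclusive means half or more replicates reach 50% but mean below 50%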;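 further: 0% = complete ARNT plus TACC3 wells and 100% = ARNT alone without TACC3; many hits fall short of the cut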
GSIS activator: GLuc luminescence reporter in INS-1E cells, primary screen for activators of glucose-dependent secretion of insulin | 370,000 compounds, 0.61% hits | AID 743287, 2014 | activation, % at 16.6 µM | INS-1E GLuc reporter insulin secretion, 2-3 h;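 active means lowest replicate activation of at least 40%, so every replicate reaches that level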;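 further: 0% = median of neutral control wells and 100% = median of IBMX positive control wells; some compounds called inactive have numbers as strong as hits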
PGC1a acetyl inh: inhibitors of PGC1a acetylation signal, primary screen, cell-based, U2OS, AlphaScreen, inhibitor mode; inhibition, % at 15.6 µM; AlphaScreen anti-acetyl-lysine; with virally co-expressed GCN5 acetyltransferase; AID 651687, 2012; 350,000 compounds, 0.17% hits;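 active means every replicate shows inhibition of at least 40%; inconclusive means mean inhibition at least 40% but some replicate below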;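 further: 0% = neutral control wells and 100% = positive control wells; some results beyond the cut were filed as inactive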
Statin myotox sup: suppressors of statin myotoxicity in C2C12 myotubes, primary screen, cell-based, single point, plate reader; C2C12 myotubes + simvastatin, ATP luminescence, 48 h; scaled: DMSO 0, geranylgeraniol control 100; 330,000 compounds, 0.78% hits; rescue of ATP level, % at 7.49 µM;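 active means mean ATP rescue above about 67%, or every replicate alone reaching that limit, limit read from the data, passing the limit was not always enough; inconclusive means no clear call, values can overlap the other calls; inactive means mean under the limit and some replicate under it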;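 further: myotubes were challenged with 10 µM simvastatin during compound exposure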
The depositor's hits bear a star; ? = inconclusive; · = no result given; & = joins results of further samples.

SMILES	Cneo AK release	LGR2 antag	PAX8 inh HTS	PglD inh	ARNT TACC3 PPI	GSIS activator	PGC1a acetyl inh	Statin myotox sup
C[C@@H]1CN([C@@H](C)CO)C(=O)c2cc(NC(=O)Nc3cccc4ccccc34)ccc2O[C@@H](C)CCCCO[C@H]1CN(C)C(=O)CCCN(C)C	3	0	1	1	8	-5	4	·
Cc1cccc(CN2CCN(Cc3cccc(-n4cccn4)c3)CC2CCO)n1 (configuration not stated)	·	-6	17	·	·	27	-6	·
O=C(C1CCC(=O)N(C2CCCCCC2)C1)N1CCN(c2ccccc2Cl)CC1 (configuration not stated)	2	9	7	-3	5	16	·	5
COc1cccc(OC)c1C(=O)OCC(=O)N1CCC(Cc2ccccc2)CC1	1	17	13	4	-7	-24	-1	-2
Cc1ccccc1C(c1ncccc1C)N(C)C(=O)C1CCN(CCOc2ccc(Cl)cc2Cl)CC1 (configuration not stated)	1	15	13	-3	·	-22	·	-8
O=C(CSc1nncn1-c1ccccc1)NCc1cccs1	-3	-8	·	-6	-4	·	-9	-86
COCC(=O)N1CCCCN2[C@H](C1)[C@@H](c1ccc(-c3ccc(F)cc3)cc1)[C@@H]2CO	1	6	1	-2	14	-2	2	·
CC(C)C(NS(=O)(=O)c1ccccc1)C(=O)OCc1cc([N+](=O)[O-])cc2c1OCOC2 (configuration not stated)	·	-1	17	·	-2	-2	·	·
O=C(O)c1ccc(CSc2nc3ccccc3o2)cc1	-1	·	·	-8	0	·	10	13
Cc1ccc(C(=O)OCc2nnc(-c3ccccc3)o2)s1	0	-26	-16	3	-12	-11	·	-6
COc1ccc(S(=O)(=O)N(C)C[C@H]2OCCCC[C@@H](C)Oc3ccc(NC(=O)CCCN(C)C)cc3C(=O)N([C@@H](C)CO)C[C@H]2C)cc1	-2	-11	1	-5	-8	27	-12	·
Cc1cc(C(=O)N/N=C/c2ccc([N+](=O)[O-])s2)n[nH]1	-1	·	11	-2	0	·	·	·
O=C1N(Cc2ccccc2)Cc2ccccc2[C@H]2OC(c3ccc(OCCCO)cc3)=N[C@@]12Cc1ccccc1	0	·	·	1	13	·	-8	·
Cc1cc(S(=O)(=O)c2ccc([N+](=O)[O-])cn2)ccc1Br	·	?	86*	·	-1	15	-135	·
N#C[C@@H]1[C@@H](c2ccc(C#Cc3ccccc3F)cc2)[C@@H](CO)N1C(=O)C1CCCCC1	-2	-4	-9	-3	24	4	4	23
COc1ccc(/C=C2/N=C(SC)NC2=O)cc1OC	·	-11	2	·	-5	-2	·	·
CCCc1cc2c(cc1NC(=O)c1ccco1)OCO2	·	-7	-12	·	-5	16	2	·
C[C@@H]1CN([C@@H](C)CO)C(=O)c2cc(NS(=O)(=O)c3ccc(Cl)cc3)ccc2O[C@@H]1CN(C)Cc1ccc2c(c1)OCO2	1	2	16	-1	9	-27	-2	32
CC1(OC(=O)C2CCCC2)C(=O)C=C2C=C(c3ccsc3)N(CC3CC3)C=C2C1=O (configuration not stated)	-1	-17	34	-2	23	-7	2	·
COc1ccc(CC(=O)OCC(=O)Nc2ncc(Cl)c(C)c2Cl)cc1	-1	-9	13	-4	3	7	-1	11
CN(CC(=O)N1CCCCCC1)S(=O)(=O)c1ccc(Br)cc1	5	8	8	5	-3	9	7	0
COc1ccc(C)cc1NC(=O)COC(=O)c1ccc2ccccc2n1	-3	-2	16	-2	·	3	5	-2
Cc1cc(C)c(C(=O)COC(=O)C2CC3CCCC(C2)C3=O)c(C)c1 (configuration not stated)	·	7	-5	·	-3	2	·	-5
C[C@@H]1CN([C@@H](C)CO)C(=O)Cc2cc(NS(=O)(=O)c3ccc(F)cc3)ccc2O[C@@H]1CN(C)S(=O)(=O)c1cccs1	0	-9	-4	3	7	-12	2	36
CN(C)C(=O)C[C@H]1CC[C@H](NC(=O)C2CCC2)[C@@H](CO)O1	7	17	12	-1	0	8	?	0
O=C(O)c1ccc(N2C(=O)CC(Cc3ccccc3)C2=O)cc1 (configuration not stated)	-6	·	-21	-1	-5	·	·	-1
COc1ccc(NC(=O)Nc2ccc3c(c2)[C@@H]2C[C@@H](CC(=O)NCCc4ccccc4)O[C@@H](CO)[C@@H]2O3)cc1	18	-20	25	0	-7	32	-11	-4
CCn1nc(CC(=O)O)c2ccccc2c1=O	·	5	3	·	-3	-8	-15	8
CCCC#Cc1cnc2c(c1)C(=O)N([C@H](C)CO)C[C@H](C)[C@@H](CN(C)C(=O)CCN1CCCCC1)O2	2&-5&0	-5&-8	8&0	-1&6&1	4&-4	-10&6	9&-2&11	0&5&8
CN(Cc1ccccc1)C(=O)c1nc2ccccn2c1CN1CCc2sccc2C1	6	-21	15	1	13	1	-1	-5
CC(=O)N1[C@H](CO)[C@H](c2ccc(C3=CCCC3)cc2)C12CN(C(=O)NC(C)C)C2	·	-5	-7	·	·	1	2	·
Cc1cc(NS(=O)(=O)c2ccc(Nc3nc(-c4sc(N)nc4C)cs3)cc2)no1	-7	·	·	-5	62*	·	1	-36
CCCNC(=O)N1C[C@H]2[C@@H](c3ccccc31)[C@@H](CO)N2C(=O)c1ccccc1	-6	4	-28	3	-5	12	-1	-15
Cc1cc2cc(CNC(=S)Nc3ccc(OC(F)(F)F)cc3)ccc2n1C	1	22	20	-2	0	5	-5	·
CNC[C@H]1Oc2c(NS(=O)(=O)c3cn(C)cn3)cccc2C(=O)N([C@@H](C)CO)C[C@H]1C	-2	-11	-3	8	-2	23	4	-2
CC(CCc1ccccc1)NC(=O)CCNC(=O)c1ccccc1Cl (configuration not stated)	1	0	-7	2	-6	15	-3	-1
NC(Cc1ccc(F)cc1)c1csc(Nc2cc(NCc3ccco3)ncn2)n1 (configuration not stated)	0	-4	19	-3	·	19	-27	-6
Cc1cc(SCC(=O)NC(=O)NCc2ccco2)nc2ccccc12	-1	·	8	1	-2	·	-85	-11
Cc1cc(-c2nc3ncccc3o2)ccc1NC(=O)c1ccc([N+](=O)[O-])o1	1	0	-4	-2	7	10	-10	-16
Nc1nc2c3ccccc3nc(C3CC3)n2n1	1	·	·	3	-26	·	-8	1
O=C(NCCS(=O)c1ccc(Cl)cc1)c1cccc(Cl)c1 (configuration not stated)	·	6	-155	·	·	-21	3	·
O=C(Cn1nnc(-c2cccs2)n1)NCCc1ccccc1	5	·	·	1	-4	·	-48	8
CCNC(=O)Nc1cc(OC)c(OC)cc1C(=O)O	0	-9	-2	0	2	-4	6	·
O=S(=O)(c1ccc2nc(-c3ccco3)c(-c3ccco3)nc2c1)N1CCOCC1	0	·	·	4	36	·	-24	3
CC(=O)NC[C@@H]1[C@@H](c2ccc(-c3cccc(F)c3)cc2)[C@@H](CO)N1C(C)=O	-1	-6	9	1	-5	-3	0	-4
COC(=O)[C@]1(C)CCC[C@@]2(C)C3CC[C@@]4(C)C[C@]3(CCC21)CC(=O)N4 (some centres not stated)	0	12	6	-1	2	-15	·	10
CCCCCCn1c(=O)n2n(c1=O)[C@@H]1CN(S(=O)(=O)c3ccc(C)cc3)C[C@]1(O)[C@@H](OC(=O)NC1CCCC1)C2	3	-1	-3	2	·	-27	12	-1
CCC(=O)Nc1ccc(NC(=O)c2ccc3ccccc3c2)cc1	1	-15	17	-14	-9	15	·	-20
O=C(NCCN1CCOCC1)/C(=C/c1ccccc1)NC(=O)c1ccccc1	1	-11	-1	0	8	47*	·	-4
CC1CN(Cc2nc3c(c(=O)n(C)c(=O)n3C)n2Cc2cccc(Cl)c2)CC(C)O1 (configuration not stated)	0	-15	1	2	-1	·	·	-4
C[C@H]1CN([C@@H](C)CO)C(=O)c2cc(C3=CCCC3)cnc2O[C@H]1CN(C)C(=O)CN1CCOCC1	-2	-1	-13	5	-5	4	8	44
COc1ccc(CCNC(=O)c2ccc3nc4cc(Cl)ccc4c(=O)n3c2)cc1OC	0	-13	-2	6	4	5	·	26
COC(=O)C1=CNC=C(C(=O)OC)C1c1ccc(C(=O)OC)cc1	0	·	16	2	-24	·	0	-4
CCS(=O)(=O)C1=NN2C(=N)/C(=C\c3ccc(OC(=O)c4ccco4)c(OC)c3)C(=O)N=C2S1	3	7	-20	-3	8	11	7	10
CC(=O)OCC(=O)NCCCOc1cccc(CN2CCCCC2)c1	1	-17	-9	-3	-8	-3	9	3
O=C(N/C(=C/c1cccs1)C(=O)N1CCOCC1)c1cccs1	·	-4	6	·	-15	3	·	·
CCOc1ccc(N=C2Sc3nc4ccc(C)cc4cc3CN2CCOC)cc1	·	-1	23	·	1	-14	·	-4
O=C(NCc1cc(F)cc(F)c1)[C@@H]1[C@@H](CO)[C@@H]2Cn3c(cccc3=O)[C@H]1N2	-3	5	-2	2	4	8	·	1
O=C(Nc1ccc2c(c1)[C@H]1C[C@@H](CC(=O)N3CCCCC3)O[C@H](CO)[C@H]1O2)NC1CCCC1	4	-16	-11	3	12	-3	5	-1
Cc1cc(=O)[nH]c(SCC(=O)c2c(N)n(C)c(=O)n(C)c2=O)n1	-2	·	·	-2	-1	·	-4	·
(listing goes on)
SMILES	Cneo AK release	LGR2 antag	PAX8 inh HTS	PglD inh	ARNT TACC3 PPI	GSIS activator	PGC1a acetyl inh	Statin myotox sup
CCOC(=O)c1cccc(OS(=O)(=O)Cc2ccccc2)c1	-1	-28	-35	-2	·	12	5	19
CCCCn1c(N)c(N(CC(C)C)C(=O)c2cnc(C)cn2)c(=O)[nH]c1=O	1	0	-13	3	-6	-2	-5	-16
N#C/C(=C\c1ccc(OCCN2CCOCC2)cc1)C(=O)Nc1ccc(S(N)(=O)=O)cc1	3	-9	26	2	-1	2	·	-5
Cc1cc(O)cc(=O)n1Cc1ccccc1	·	5	-3	·	5	-8	·	·
COC(=O)c1sc(SC)c(S(=O)(=O)C(C)C)c1N/N=C(\C#N)S(=O)(=O)c1ccccn1	·	-20	0	·	-13	5	·	·
COc1ccc(-c2ccc3c(c2)[C@@H]2[C@@H](CCN2S(=O)(=O)c2ccc(F)cc2)[C@H](CO)N3C)cc1	·	20	62*	·	·	-13	-6	·
COc1cccc(CNC(=O)c2cc(S(=O)(=O)N3CCCCC3)c[nH]2)c1	2	-5	-2	·	-10	-15	6	0
Cc1ccc(NC(=S)NC2CCSc3ccccc32)cc1C (configuration not stated)	14	-4	·	3	·	·	-5	·
COc1ccc(NC(=O)CCCc2nc3ccccc3c(=O)[nH]2)cc1Cl	0	·	0	-8	0	·	13	-16
O=C(C[C@@H]1C=C[C@@H](NC(=O)C2CCC2)[C@H](CO)O1)NC1CCCCC1	0	-2	·	-1	-39	2	-2	-4
Cc1noc(C)c1NC(=O)N(C)C[C@H]1OCc2cn(nn2)CCCC(=O)N([C@@H](C)CO)C[C@@H]1C	3&-4&1	6&3	-9&8	0&-2&1	-2&-7	12&3	2&-2&12	-9&17&-5
